Screens as filed in PubChem BioAssay.
Apoferritin bind – qHTS Assay for Identification of Novel General Anesthetics; Ferritin light chain (Equus caballus), P02791; apoferritin/1-aminoanthracene competitive binding, fluorescence; Potency, µM (top dose mostly 77.5 µM), without a hit: at the top dose activity change, negative = displacement, usual class: inhibitors; 350,000 compounds, 0.074% hits; AID 485281, 2010; note: potency is the fitted concentration of half-maximal effect; % is set by controls: 0 for no effect and ±100 for the full control effect; nearly all actives have a fitted effect of over 20% in size
Target sequence (P02791 2-175 limits assumed): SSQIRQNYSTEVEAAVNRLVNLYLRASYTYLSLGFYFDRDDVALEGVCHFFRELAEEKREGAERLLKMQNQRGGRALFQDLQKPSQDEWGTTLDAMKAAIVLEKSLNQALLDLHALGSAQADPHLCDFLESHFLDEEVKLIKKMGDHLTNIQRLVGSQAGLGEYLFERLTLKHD
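Steps: apoferritin (10 uM) was premixed with half-saturated 1-AMA in PBS, compounds were pin-transferred, plates stood 10 min at room temperature, fluorescence was read at 380/535 nm, and curves were fitted with a Hill equation.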
PGK inhibitor – qHTS Assay to Find Inhibitors of Phosphoglycerate Kinase. Phosphoglycerate kinase, glycosomal (Trypanosoma brucei brucei), P07378. PGK/GAPDH coupled, Kinase-Glo luminescence, 60 min. Potency, µM (top dose mostly 57.5 µM), without a hit: top-dose activity change, negative = inhibition, most hits filed as inhibitors. 380,000 compounds, 0.043% hits. AID 602233, 2012; note: potency is the fitted concentration of half-maximal effect; % is set by controls: 0 for no effect and ±100 for the full control effect; nearly all actives have a fitted effect of over 60% in size
Target sequence (P07378 whole entry, looked up): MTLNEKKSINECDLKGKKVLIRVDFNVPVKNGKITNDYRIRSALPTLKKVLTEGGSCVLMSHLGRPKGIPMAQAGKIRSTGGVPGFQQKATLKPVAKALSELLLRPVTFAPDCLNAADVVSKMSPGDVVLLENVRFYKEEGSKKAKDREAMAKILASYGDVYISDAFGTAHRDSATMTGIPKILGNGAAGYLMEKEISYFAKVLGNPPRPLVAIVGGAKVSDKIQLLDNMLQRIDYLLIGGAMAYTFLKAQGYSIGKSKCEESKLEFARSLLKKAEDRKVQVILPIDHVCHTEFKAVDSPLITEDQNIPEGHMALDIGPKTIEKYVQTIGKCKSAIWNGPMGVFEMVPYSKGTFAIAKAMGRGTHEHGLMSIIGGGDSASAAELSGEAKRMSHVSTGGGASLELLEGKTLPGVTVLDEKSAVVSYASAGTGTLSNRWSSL
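Luminescent ATP detection (Kinase-Glo Plus) follows a 60-minute room-temperature incubation, with wells lacking PGK as controls. Buffer: 100 mM TEA (pH 7.6), 5 mM MgCl2, 0.01% Tween-20. Coupling enzyme GAPDH (100 nM final) supplies unstable 1,3-BPG in-well.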
Pol eta inh – qHTS for Inhibitors of Polymerase Eta; recombinant Pol eta, fluorescent DNA replication assay; Potency, µM (highest dose often 114 µM), without a hit: at the highest dose activity change, negative = inhibition, usual class: inhibitors; AID 588591, 2011; 390,000 compounds, 1.2% hits; DNA polymerase eta (Homo sapiens), Q9Y253; note: potency is the fitted concentration of half-maximal effect; % is set by controls: 0 for no effect and ±100 for the full control effect
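Pol eta (10 nM) was preincubated with compounds for 15 min at room temperature, after which fluorescent replication substrate (50 nM final) was added to start the reaction. Fluorescence was read kinetically at 0 and 10 min.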
POLK inh – qHTS for Inhibitors of Polymerase Kappa; Potency, µM (doses to about 107 µM), for inactives: at the highest dose activity, negative = inhibition, actives largely listed as inhibitors; DNA polymerase kappa (Homo sapiens), Q9UBT6; 400,000 compounds, 0.53% hits; purified Pol kappa, fluorescent DNA synthesis assay, 10 min; note: potency is the fitted concentration of half-maximal effect; % is set by controls: 0 for no effect and ±100 for the full control effect
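Pol kappa 10 nM + cpd, 15 min RT; start w/ substrate 50 nM final; fluorescence kinetic read, 0 and 10 min. Neg ctrl: buffer, no enzyme.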
RXFP1 antagonist – qHTS Assay for Antagonists of the Relaxin Receptor RXFP1; 350,000 compounds, 0.59% hits; Relaxin receptor 1 (Homo sapiens), Q9HBX9; HEK293-RXFP1, relaxin-stimulated cAMP HTRF, 30 min; hits give low values; activity change, negative = inhibition, % at 57.5 µM;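 active = activity change of -60% or lower, but not beyond a set lower limit; inconclusive = change between -60% and -40%, or beyond the set limit; inactive = change above -40%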; note: % is set by controls: 0 for no effect and ±100 for the full control effect
POLB inh – qHTS Assay for Inhibitors of DNA Polymerase Beta | AID 485314, 2010 | 340,000 compounds, 1.3% hits | Pol beta primer extension/strand displacement, fluorescence kinetic | Potency, µM (highest dose often 114 µM), for inactives: at the top dose activity change, negative = inhibition, most hits filed as inhibitors; note: potency is the fitted concentration of half-maximal effect; % is set by controls: 0 for no effect and ±100 for the full control effect
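Values derive from four-parameter Hill fits of normalized kinetic data: reads at 0 and 10 min following addition of 50 nM substrate to 10 nM Pol beta preincubated 15 min with compound.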
APEX1 inh – qHTS Assay for Inhibitors of the Human Apurinic/apyrimidinic Endonuclease 1 (APE1). recombinant APE1, TAMRA/BHQ-2 abasic DNA cleavage fluorescence. Potency, µM (titrated, usually from 65.8 µM), for the others: top-dose activity change, negative = inhibition, hits mostly inhibitors. 350,000 compounds, 0.35% hits. AID 2517, 2012;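 note: potency is the fitted concentration of half-maximal effect; plate controls were vehicle for no effect and reference inhibitor for full effect; nearly all actives have a fitted effect of over 55% in size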
Target sequence (P27695 whole entry, looked up): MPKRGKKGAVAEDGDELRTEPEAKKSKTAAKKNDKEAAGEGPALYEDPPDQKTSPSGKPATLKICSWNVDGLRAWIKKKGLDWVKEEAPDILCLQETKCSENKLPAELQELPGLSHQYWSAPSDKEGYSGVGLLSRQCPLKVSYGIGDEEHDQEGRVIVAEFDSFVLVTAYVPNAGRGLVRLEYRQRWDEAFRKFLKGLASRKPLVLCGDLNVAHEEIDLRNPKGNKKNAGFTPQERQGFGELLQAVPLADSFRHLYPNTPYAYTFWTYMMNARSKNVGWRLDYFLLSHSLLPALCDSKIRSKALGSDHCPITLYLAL
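Endonuclease cleavage of a quenched abasic-site DNA duplex (50 nM) by APE1 (0.75 nM) was tracked by TAMRA dequenching. Compounds were preincubated with enzyme 15 min at room temperature; data normalized to buffer-only and DMSO wells plus NSC13755 control.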
BLM helicase inh – qHTS Assay for Inhibitors of Bloom's syndrome helicase (BLM); recombinant BLM DNA unwinding, fluorescence dequenching; Potency, µM (doses to about 56.1 µM), for inactives: at the highest dose activity change, negative = inhibition, actives largely listed as inhibitors; 350,000 compounds, 0.2% hits; AID 2528, 2010;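 note: potency is the fitted concentration of half-maximal effect; plate controls were vehicle for no effect and no enzyme for full effect; nearly all actives have a fitted effect of over 35% in size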
Pol iota inh – qHTS for Inhibitors of Polymerase Iota. 390,000 compounds, 1% hits. DNA polymerase iota (Homo sapiens), Q9UNA4. Pol iota fluorescent replication assay, 10 min. AID 588590, 2011. Potency, µM (top dose mostly 115 µM), for inactives: at the top dose activity, negative = inhibition, hits mostly inhibitors; note: potency is the fitted concentration of half-maximal effect
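Fluorescent replication assay read twice, at 0 min and 10 min after adding 50 nM (final) substrate. Enzyme (10 nM) and compounds were first incubated 15 min at room temperature; enzyme-free buffer wells were negative controls.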
* hit, by the source's call; i = inactive; ? = inconclusive; . = not tested or not shown; & = joins results of further samples; [ ] = dose if it differs, or a comment. Unless noted, calls come from the whole dose curve; as a rule, active = well fitted curve in the direction sought with a large enough effect; inconclusive = small, poorly fitted or top-dose-only effect, or another doubt; inactive = no such curve, though single readings can be large; an effect the other way counts as inactive or inconclusive. Some of the compounds tested; the hit share may differ from the screen's.

SMILES	Apoferritin bind	PGK inhibitor	Pol eta inh	POLK inh	RXFP1 antagonist	POLB inh	APEX1 inh	BLM helicase inh	Pol iota inh
Cc1cc(C(F)F)n2nc(C(=O)Nc3ccc(S(=O)(=O)N4CCCCCC4)cc3)nc2n1	.	-5%	2%	3%	-6	.	.	.	-2%
COC(=O)[C@]1(Cc2ccccc2)N[C@H](CN(C)C(=O)Nc2ccc(F)cc2)[C@@H]2C(=O)N(C)C(=O)[C@@H]21	.	i	-7%	0%	.	.	7%	.	-9%
CCC(c1nnnn1CCc1ccccc1)N1CCN(c2ccc(OC)cc2)CC1 (stereo not drawn)	-11%	-7%	-7%	-7%	5	?	-1%	-5%	94%[activator]
COc1ccc(C(C(=O)NC(C)(C)C)N(C(=O)CCC(=O)Nc2cc(C)on2)c2ccccc2F)cc1 (stereo not drawn)	5%	-5%	-20%	-3%	-6	33%	33%	-6%	96%[activator]
CCOc1ccc(CCNC(=O)CS(=O)(=O)Cc2nc(-c3ccc(OC)cc3)oc2C)cc1	-7%&-6%	-20%&-6%	-3%&5%	-7%&-11%	-1&-13	?	4%	-4%&-7%	-25%&-3%
CCS(=O)(=O)n1nc(-c2ccccc2)nc1NCc1ccco1	-2%	-7%	-8%	-9%	1	-1%	0%	-3%	?
Cc1ccccc1NC(C)C(=O)N/N=C/c1ccccc1OCc1cccc(Br)c1 (stereo not drawn)	0%	-6%	-5%	-7%	-12	11%	-9%	-11%	16%
CCOc1ncccc1C(=O)Nc1cc(S(=O)(=O)N(CC)CC)ccc1N1CCOCC1	.	6%	-8%	-8%	11	.	30%	.	?
O=C(N/N=C/c1ccc(O)cc1)Nc1cccc2nsnc12	?	-5%	-22%	-1%	-6	?	3%	-15%	59%[activator]
Cc1ccc2nc3n(c(=O)c2c1)CCCCC3	2%	-4%	-8%	8%	-12	18%	-5%	6%	-10%
CSc1ccccc1NC(=O)COc1nsnc1N1CCOCC1	-10%	-9%	-16%	-11%	5	54%	-4%	-1%	73%[activator]
NC(=S)N=Nc1c(O)n(Cc2ccc(F)cc2)c2ccccc12	-9%	i	7%	-4%[60.1 µM]	-10	-19%[57.1 µM]	9%	3%	2%
CCCCn1nnnc1SCC(=O)c1cc(Cl)ccc1OC	?	-8%	-14%	-15%	10	0%	-6%	-4%	15%
O=C(Nc1cccnc1)c1cccnc1Cl	-8%	-8%	-9%	1%	6	3%	3%	0%	37%[activator]
O=C(O)C(Cc1c[nH]c2ccccc12)N1C(=O)c2ccccc2C1=O (stereo not drawn)	-2%&11%	-7%	-11%	10%	12	6%&5%	-2%&-2%	-2%&0%	-3%
Cc1cc(C)n2nnnc2n1	-2%	-6%	-14%	-7%	-6	0%	2%	3%	76%[activator]
Cc1cc2oc(=O)cc(-c3ccccc3)c2c(C)c1-c1ccc(C(F)(F)F)cc1	-21%[110 µM]	8%	-14%	?	.	.	-7%&-2%	-6%[75.6 µM]	10%
Cc1ccc(-n2nc3ccc(NC(=O)/C=C/c4ccco4)cc3n2)cc1	-15%	-3%	?	?	-29	32µM*	-4%	-23%	25µM*
O=C(CCc1ccccc1)c1nnc(-c2ccccc2)o1	-21%	-8%	-17%	-8%	-8	2%	-2%	-3%	-5%
O=C(CSCc1ccc(Br)cc1)N1CCOCC1	6%	-9%	-8%	-8%[60.1 µM]	0	22%	?	-5%	48%[activator]
COc1ccc(CC(=O)Nc2sc3c(c2C(=O)Nc2ccccc2)CCCCC3)cc1	0%	i	-3%	-19%	10	11%	.	-6%	8%
Cc1nnsc1C(=O)NNS(=O)(=O)c1ccccc1	-7%	-2%	8%	-3%	1	?	2%	-1%	4%
COc1ccc(C(C)(C)C)cc1NC(=O)C1=CC=CN2CCS(=O)(=O)N=C12	.	-9%	-21%	0%	3	.	-3%	.	29%
CCN(CC)S(=O)(=O)c1cc(NC(=O)C(C)Nc2ccccc2N2CCOCC2)ccc1C (stereo not drawn)	-2%	-4%	-20%	-3%	5	?	-8%	-4%	-4%
CCc1[nH]nc(C(=O)NC2CCCc3c2cnn3-c2cc(C)cc(C)c2)c1C (stereo not drawn)	?	9%	-10%	-9%	-33	6%	-12%	-10%	7%
(listing goes on)
SMILES	Apoferritin bind	PGK inhibitor	Pol eta inh	POLK inh	RXFP1 antagonist	POLB inh	APEX1 inh	BLM helicase inh	Pol iota inh
CCc1c(C(=O)N/N=C/c2ccco2)nnn1-c1nonc1N	4%	5%	4%	4%	-9	0%	-5%	-2%	1%
COc1ccc(OCCC(=O)OCC(=O)c2ccc[nH]2)cc1	?	-7%	-12%	-12%	-1	-2%	-11%	-19%	16%
COc1ccc(CN(C)CC2CCCN(CCc3ccc(F)cc3)C2)c(OC)c1OC (stereo not drawn)	4%	-4%	-4%	-5%	-2	0%	25%	-6%	-3%
Cn1c(=O)c2c(nc(Oc3ccc(-c4ccccc4)cc3)n2C)n(C)c1=O	6%	.	-13%	-2%	3	7%	-4%	-9%	36%[activator]
COCCCN1C(=O)C(=O)/C(=C(/O)c2ccccc2)C1c1ccc(N(C)C)cc1 (stereo not drawn)	-8%	.	19%	6%	-23	50%	-2%	-1%	-3%
CN(C(=O)COC(=O)c1ccc2ccccc2n1)C1CCS(=O)(=O)C1 (stereo not drawn)	-5%	6%	-16%	-7%	-8	45%	0%	-1%	10%
CCc1ccc(N2CN(Cc3cccnc3)CNC2=S)cc1	-15%	4%	-16%	3%	-5	24%	?	1%	65%[activator]
Cc1cccc(NC(=O)C(Cc2ccccc2)c2nn[nH]n2)c1C (stereo not drawn)	-2%	-1%	-15%	-6%	10	9%	56%[activator]	-6%	2%
COc1ccc2cc(C(=O)C3CCCN(C(=O)Cc4c(C)noc4C)C3)ccc2c1 (stereo not drawn)	-3%	-1%	-6%	-4%	-6	-9%	3%	1%	-8%
COc1ccccc1NC(=O)c1ccccc1S(=O)(=O)c1ccccc1[N+](=O)[O-]	-15%	1%	-6%	-15%	-3	-16%	-2%	-2%	-4%
COCCNC(=O)C(=O)Nc1c2c(nn1-c1ccccc1)CS(=O)(=O)C2	44%[activator]	-8%	6%	-9%[60.1 µM]	6	52%	.	0%	-7%
COC(=O)Cc1c(C)c2ccc(OCC(=O)NC3CCS(=O)(=O)C3)cc2oc1=O (stereo not drawn)	-5%	-6%	-12%	-6%	-1	-1%	3%	2%	46%[activator]
CC1CCCCC1NC(=O)/C=C/c1nc2ccccc2s1 (stereo not drawn)	-19%	-5%	-11%	1%	-6	-2%	-5%	-6%	-23%
COc1ccc(C(=O)N2CCOC2CNC(=O)C(=O)NCc2ccc(Cl)cc2)cc1 (stereo not drawn)	-12%	3%	5%	-18%	2	24%	16%	-6%	106%[activator]
O=C(Nc1cccc(F)c1)C1CCCN(C(=O)c2ccc(Cl)cc2)C1 (stereo not drawn)	.	6%	-16%	-16%	4	.	0%	.	53%[activator]
O=C1CN(C(=O)COC(=O)c2ccc(Br)o2)c2ccccc2N1	.	-14%	-15%	-4%	4	.	-29%	.	-1%
CCOC(=O)c1cnc2c(C)cccc2c1NCCCN1CCOCC1	-7%	-7%	-13%	-7%	6	10%	-8%	33%[activator]	13%
O=C(Nc1cccn2ncnc12)c1ccccc1	-8%	-9%	-14%	-9%	-1	20%	-1%	0%	3%
CC(C)(C)c1cc(CN2CCCCC2)cc(C(C)(C)C)c1O	?	.	.	.	.	-3%	1%	1%	.
Cc1c(C)[n+](=O)c(-c2ccc(Br)cc2)c(C)n1[O-]	10%	-9%	-2%	0%	-10	7%	11%	-2%	26%
Cc1nn(C(=O)c2cccnc2)c(C)c1Sc1ccc(Br)cc1	?	.	-19%	-8%	-3	11%	-2%	-9%	9%

Nine entries from above, comma-delimited.
SMILES,Apoferritin bind,PGK inhibitor,Pol eta inh,POLK inh,RXFP1 antagonist,POLB inh,APEX1 inh,BLM helicase inh,Pol iota inh
CC1CCCCC1NC(=O)/C=C/c1nc2ccccc2s1 (stereo not drawn),-19%,-5%,-11%,1%,-6,-2%,-5%,-6%,-23%
COc1ccc(C(=O)N2CCOC2CNC(=O)C(=O)NCc2ccc(Cl)cc2)cc1 (stereo not drawn),-12%,3%,5%,-18%,2,24%,16%,-6%,106%[activator]
O=C(Nc1cccc(F)c1)C1CCCN(C(=O)c2ccc(Cl)cc2)C1 (stereo not drawn),.,6%,-16%,-16%,4,.,0%,.,53%[activator]
O=C1CN(C(=O)COC(=O)c2ccc(Br)o2)c2ccccc2N1,.,-14%,-15%,-4%,4,.,-29%,.,-1%
CCOC(=O)c1cnc2c(C)cccc2c1NCCCN1CCOCC1,-7%,-7%,-13%,-7%,6,10%,-8%,33%[activator],13%
O=C(Nc1cccn2ncnc12)c1ccccc1,-8%,-9%,-14%,-9%,-1,20%,-1%,0%,3%
CC(C)(C)c1cc(CN2CCCCC2)cc(C(C)(C)C)c1O,?,.,.,.,.,-3%,1%,1%,.
Cc1c(C)[n+](=O)c(-c2ccc(Br)cc2)c(C)n1[O-],10%,-9%,-2%,0%,-10,7%,11%,-2%,26%
Cc1nn(C(=O)c2cccnc2)c(C)c1Sc1ccc(Br)cc1,?,.,-19%,-8%,-3,11%,-2%,-9%,9%
